# Anthrax LF inh2 – inhibitors of Bacillus anthracis lethal factor protease. P15917. multiplex microsphere protease cleavage assay, LF. inhibition, % at 10 µM. 360,000 tested, 0.12% active. AID 588501; also: plate controls were buffer without enzyme for full effect and enzyme alone for no effect
# BoNT-F LC inh – inhibitors of Botulinum neurotoxin F light chain protease; AID 588497; 360,000 tested, 0.22% active; Multiplex microsphere protease cleavage assay, flow cytometry; inhibition, % at 10 µM; in the data active = inhibition above about 35%, passing the limit was not always enough; inconclusive = no clear call, values can overlap the other calls; also: plate controls were buffer without enzyme for full effect and enzyme alone for no effect
# Mtb UGM inh – Mtb UDP-galactopyranose mutase inhibition | P9WIQ1 | purified UGM, fluorescence polarization probe displacement | inhibition, % at 10 µM | 320,000 tested, 0.06% active | AID 504406; in the data active = inhibition above about 10%, passing the limit was not always enough; inconclusive = no clear call, values can overlap the other calls
# Target sequence (P9WIQ1 whole entry, looked up): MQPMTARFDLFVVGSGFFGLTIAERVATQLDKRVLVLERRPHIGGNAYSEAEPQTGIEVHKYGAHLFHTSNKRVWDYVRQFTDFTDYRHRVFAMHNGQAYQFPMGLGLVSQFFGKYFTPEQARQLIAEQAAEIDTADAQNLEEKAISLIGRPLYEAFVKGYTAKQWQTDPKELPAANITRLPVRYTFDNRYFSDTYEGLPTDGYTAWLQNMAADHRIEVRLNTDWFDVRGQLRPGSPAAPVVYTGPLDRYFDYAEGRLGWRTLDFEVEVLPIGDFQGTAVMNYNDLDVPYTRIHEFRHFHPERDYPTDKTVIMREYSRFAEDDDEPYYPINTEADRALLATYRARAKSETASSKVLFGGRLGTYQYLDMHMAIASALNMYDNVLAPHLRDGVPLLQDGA
# BioA inh – inhibitors of Mycobacterium tuberculosis BioA enzyme. purified M. tuberculosis BioA enzyme, plate reader. inhibition, % at 9.99 µM. 360,000 tested, 0.096% active. AID 602481; in the data active = inhibition above about 40%; inconclusive = no clear call, values can overlap the other calls
# FadD28 FP inh – M. tuberculosis FadD28 bisubstrate binding inhibition; FadD28 bisubstrate probe binding, fluorescence polarization; inhibition, % at 12.5 µM; 360,000 tested, 0.22% active; in the data active = inhibition above about 8.5%, passing the limit was not always enough; inconclusive = no clear call, values can overlap the other calls
# GDH-TPI inh – GDH-TPI coupled enzyme inhibition counter-screen; 360,000 tested, 1.2% active; AID 588335; inhibition, % at 4.8 µM; GDH-TPI coupled enzyme counterscreen, NADH absorbance; in the data active = inhibition above about 30%;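 also: 0% = DMSO wells and 100% = wells lacking the enzyme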
# BoNT-A LC inh2 – blocks Botulinum neurotoxin A light chain protease; multiplex microsphere protease substrate cleavage, flow cytometry; inhibition, % at 10 µM; 360,000 tested, 0.17% active; AID 588499; also: plate controls were buffer without enzyme for full effect and enzyme alone for no effect
# PfHsp40 yeast – restores yeast growth despite PfHsp40 toxicity. growth rescue, % at 12.5 µM. S. cerevisiae expressing PfHsp40, growth rescue, ATP luminescence. AID 504582. 340,000 tested, 0.68% active; in the data active = growth rescue above about 28%, passing the limit was not always enough; inconclusive = no clear call, values can overlap the other calls;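 also: yeast W303a lacking pdr1 and pdr3 grown in galactose medium; growth measured after three days at 30 °C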
# FBA Mtb inh – inhibitors of M. tuberculosis fructose-bisphosphate aldolase; P9WQA3; purified M. tuberculosis FBA, fluorescence read-out; inhibition, % at 1 µM; 360,000 tested, 2.3% active; in the data active = inhibition above about 27%;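 also: 0% = vehicle and 100% = reference inhibitor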
# Target sequence (P9WQA3 whole entry, looked up): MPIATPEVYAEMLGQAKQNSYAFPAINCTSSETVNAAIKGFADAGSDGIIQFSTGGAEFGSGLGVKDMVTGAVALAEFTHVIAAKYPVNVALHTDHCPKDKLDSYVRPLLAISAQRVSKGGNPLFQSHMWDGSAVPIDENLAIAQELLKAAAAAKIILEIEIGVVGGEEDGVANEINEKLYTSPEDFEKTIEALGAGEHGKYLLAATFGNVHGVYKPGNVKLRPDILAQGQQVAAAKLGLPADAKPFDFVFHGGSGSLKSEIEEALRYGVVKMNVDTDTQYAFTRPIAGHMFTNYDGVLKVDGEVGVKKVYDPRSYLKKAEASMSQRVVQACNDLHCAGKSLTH
# * hit, by the source's call; ? = inconclusive; / = no result given. Rule as the data show it, unless noted: active = inhibition above about 30%; inconclusive = no clear call, values can overlap the other calls; inactive = below that.
# A first look:
SMILES,Anthrax LF inh2,BoNT-F LC inh,Mtb UGM inh,BioA inh,FadD28 FP inh,GDH-TPI inh,BoNT-A LC inh2,PfHsp40 yeast,FBA Mtb inh
CC(C)(C)c1ccc(C(=O)NC(=S)NNC(=O)COc2ccccc2)cc1,-2,-8,0.2,1.5,/,8,-2.5,0.8,1
CCN(CC)S(=O)(=O)c1cccc(C(=O)N/N=C/c2cc(OC)c(O)c(OC)c2)c1,-1,-5,0.5,/,2.1,22,-0.4,0.4,0

# All compounds of this part (from the top)
SMILES,Anthrax LF inh2,BoNT-F LC inh,Mtb UGM inh,BioA inh,FadD28 FP inh,GDH-TPI inh,BoNT-A LC inh2,PfHsp40 yeast,FBA Mtb inh
CC(C)(C)c1ccc(C(=O)NC(=S)NNC(=O)COc2ccccc2)cc1,-2,-8,0.2,1.5,/,8,-2.5,0.8,1
CCN(CC)S(=O)(=O)c1cccc(C(=O)N/N=C/c2cc(OC)c(O)c(OC)c2)c1,-1,-5,0.5,/,2.1,22,-0.4,0.4,0
CC(C)N1C(=O)C2ON(c3ccccc3)C(c3cccs3)C2C1=O (stereo unspecified),-2,-34,1.6,1.0,-3.5,7,-2.5,-0.1,3
O=C(NNC(=O)c1ccccc1F)c1ccco1,-5,0,-0.4,1.7,1.3,5,-3.3,-1.5,2
COc1ccccc1CN1CCCC(CN(CCN(C)C)C(=O)c2ccc(C)cc2)C1 (stereo unspecified),14,?,5.6,2.3,-2.8,-10,0.3,3.3,1
COc1ccc(CCNC(=O)c2cc(C)oc2C)cc1,-2,-4,3.6,-0.2,-1.7,11,-2.7,-0.2,3
CCn1nc(Cc2cccc3ccccc23)c(C#N)c1N,-8,-3,-0.8,1.1,-3.2,8,-1.1,0.2,0
CCOC(=O)c1sc(=NC(=O)CCSc2ccccc2)n(C)c1C,0,-7,-2.8,/,-4.0,1,1.5,-0.6,0
Cc1cccc(N(CC(=O)NCc2ccco2)C(=O)CCC(=O)Nc2nccs2)c1C,3,-17,-2.3,-1.3,-1.6,0,-3.1,0.2,3
CNCC/C=C1/c2ccccc2CSc2ccccc21,0,-4,-0.7,1.2,-4.6,-6,0.8,0.8,4
O=C(NC1=NCCS1)c1ccc(C(F)(F)F)cc1,-6,-1,-1.2,-0.2,-3.1,-1,-3.8,-0.6,0
FC(F)(F)c1ccccc1Cc1c(-c2cccc(Br)c2)nc2ccc(Br)cn12,6,-17,/,-1.2,-3.0,/,-0.1,/,-1
Cn1c(=O)c(=O)n(C)c2cc(S(=O)(=O)N3CCCC3C(=O)Nc3ccccc3F)ccc21 (stereo unspecified),-8,-5,0.6,-1.2,-1.5,2,0.4,-0.9,5
CC(=O)N(c1ccc(Cl)cc1)c1nc(C)cc(C)c1C#N,-2,2,-0.8,/,0.2,0,-0.4,-0.4,1
Cc1ccccc1OCC(=O)NC(=S)Nc1ccc2c3c(cccc13)CC2,-3,26,-1.7,-2.9,0.1,11,0.3,0.4,5

# A few values from the entries so far:
# Under Mtb UGM inh, `COc1ccccc1CN1CCCC(CN(CCN(C)C)C(=O)c2ccc(C)cc2)C1` (stereo unspecified) has the entry 5.6
# Under BoNT-A LC inh2, `CC(=O)N(c1ccc(Cl)cc1)c1nc(C)cc(C)c1C#N` has the entry -0.4
# Under PfHsp40 yeast, `CC(C)N1C(=O)C2ON(c3ccccc3)C(c3cccs3)C2C1=O` (stereo unspecified) has the entry -0.1
# Under BioA inh, `FC(F)(F)c1ccccc1Cc1c(-c2cccc(Br)c2)nc2ccc(Br)cn12` has the entry -1.2
# Under BoNT-A LC inh2, `Cn1c(=O)c(=O)n(C)c2cc(S(=O)(=O)N3CCCC3C(=O)Nc3ccccc3F)ccc21` (stereo unspecified) has the entry 0.4
# Under Anthrax LF inh2, `COc1ccc(CCNC(=O)c2cc(C)oc2C)cc1` has the entry -2
# Under PfHsp40 yeast, `CC(C)(C)c1ccc(C(=O)NC(=S)NNC(=O)COc2ccccc2)cc1` has the entry 0.8

# Going on with the list.
SMILES,Anthrax LF inh2,BoNT-F LC inh,Mtb UGM inh,BioA inh,FadD28 FP inh,GDH-TPI inh,BoNT-A LC inh2,PfHsp40 yeast,FBA Mtb inh
O=C(NCCN1CCNC1=O)C1CCC(=O)N(CCc2ccc(Cl)cc2)C1 (stereo unspecified),-4,5,/,-1.8,-0.9,6,1.1,-0.3,3
N#CC(C#N)=C/C(C#N)=C(/N)N1CCN(c2ccc(Cl)cc2)CC1,-2,7,-2.2,/,0.6,15,-0.2,0.0,1
COCCN(C(=O)Nc1ccccc1)C(C)c1cccnc1 (stereo unspecified),-3,3,-0.1,-2.7,-0.5,-4,-0.7,-0.4,4
O=C(c1ccco1)N1CCN(C(=S)Nc2ccccc2Cl)CC1,/,/,-3.5,-0.3,-0.2,-2,/,0.3,0
Cc1ccc(S(=O)(=O)Nc2ccc(Cl)cn2)cc1,19,-18,0.5,1.2,-0.2,4,-4.4,-0.8,0
Cc1c(OC(C)C(=O)N2C[C@H]3C[C@@H](C2)c2cccc(=O)n2C3)ccc2c3c(c(=O)oc12)CCCC3 (stereo partly specified),4,-3,1.0,2.1,-1.7,15,-0.9,0.5,20
Cc1ccc2cccc(NC(=S)NC(=O)c3ccnn3C)c2n1,3,-2,2.1,/,-2.6,9,1.1,3.3,-2
Cc1cccc(OCCCCc2c(C)n[nH]c2C)c1C,-1,-2,-1.3,4.3,-1.3,8,0.0,5.2,-2
Cn1c(=O)cc(NCCc2ccccc2)[nH]c1=O,-2,-3,0.0,-0.4,-1.1,-6,0.7,0.4,0
COC(CNC(=O)c1ccc(N2CCc3ccccc32)c([N+](=O)[O-])c1)OC,1,-2,0.2,/,2.0,19,-0.6,0.8,-6
Cc1c(NC(=O)C(C)OC(=O)c2cccs2)c(=O)n(-c2ccccc2)n1C (stereo unspecified),-2,-12,3.8,1.2,-0.5,3,-2.8,2.7,1
FC(F)(F)c1cccc(CNc2ncccc2-c2nc3cc(Cl)ccc3o2)c1,-14,-3,-1.2,0.1,0.3,2,-1.6,-0.5,1
CC1(C(=O)NS(=O)(=O)c2ccccc2Cl)CCN1C(=O)CCC1CCCC1 (stereo unspecified),-1,-4,/,-0.7,-1.8,-1,-0.1,/,-3
COc1cc(/C=C/C(=O)c2ccc3c(c2)OCO3)cc(OC)c1OC,0,-2,0.3,-3.2,-4.9,10,-0.2,-0.6,0
C#CCOCCOCCOCCNc1nc(N2CCN(C(=O)[C@H](CCCCN)n3cc([C@@H](N)CO)nn3)CC2)nc(N2CCN(C(=O)[C@H](CCCCN)n3cc([C@@H](N)CC(C)C)nn3)CC2)n1,-4,3,-1.2,-2.0,-1.3,17,-0.5,-3.3,3

# 2 compounds from above, showing only FadD28 FP inh, FBA Mtb inh and BoNT-F LC inh.
Structure | FadD28 FP inh | FBA Mtb inh | BoNT-F LC inh
Cc1c(NC(=O)C(C)OC(=O)c2cccs2)c(=O)n(-c2ccccc2)n1C (stereo unspecified) | -0.5 | 1 | -12
COC(CNC(=O)c1ccc(N2CCc3ccccc32)c([N+](=O)[O-])c1)OC | 2.0 | -6 | -2

# (continued)
SMILES,Anthrax LF inh2,BoNT-F LC inh,Mtb UGM inh,BioA inh,FadD28 FP inh,GDH-TPI inh,BoNT-A LC inh2,PfHsp40 yeast,FBA Mtb inh
Cc1nn(-c2ccc([N+](=O)[O-])cc2)c2c1C(c1cccc(Br)c1)N1C(=N2)C(=O)Nc2ccccc21 (stereo unspecified),3,0,0.8,/,-0.6,7,5.1,-0.4,-2
CC1CCN(C(=O)Cn2c(=O)n(CCc3ccccc3)c(=O)c3ccccc32)CC1,2,25,1.4,-1.4,-4.5,3,1.4,0.2,3
COc1ccc(C2Nc3cccc(O)c3C(=O)N2Cc2ccccc2)cc1COc1ccc(NC(C)=O)cc1 (stereo unspecified),-3,-3,/,-0.4,-1.5,11,-0.5,/,1
CCCc1ccc(C(C)NC(=S)NCc2ccc(F)cc2)cc1 (stereo unspecified),3,-1,-0.9,0.0,-3.8,-1,-2.1,-1.4,-1
O=S(=O)(Cc1ccccc1)NCC1CCCN(Cc2ccc3nonc3c2)C1 (stereo unspecified),-2,1,-1.3,/,-2.9,0,0.6,1.0,-3
CCC1Oc2ccc(C)cc2N(CC(=O)N(Cc2ccc3c(c2)OCO3)CC2CCCO2)C1=O (stereo unspecified),2,-4,-2.4,0.0,-0.4,-1,-2.5,11,3
COc1ccc(S(=O)(=O)NCC2CC3C=CC2C3)cc1OC (stereo unspecified),0,2,0.2,2.5,-1.2,2,-0.1,8.0,2
COc1ccc(NC(=O)CN(c2ccc(F)cc2)S(=O)(=O)c2ccccc2)c(OC)c1,-12,?,-0.2,-3.8,-4.2,-8,0.2,0.1,-6
O=C(Nc1cccnc1)C1Cc2c(-c3ccccc3Oc3ccccc3)ccnc2O1 (stereo unspecified),6,-8,/,1.2,-3.6,12,-0.1,/,4
CCOc1ccc(S(=O)(=O)NCCCn2ccnc2)cc1,-9,-21,-0.9,6.5,-1.2,-6,-2.1,0.1,1
COC(=O)c1ccc(Cn2cnc3c(cnn3-c3ccc(C)c(C)c3)c2=O)o1,1,8,1.8,-0.9,-2.4,4,0.4,12,2
Cc1cc(CNC(=O)C(C)n2nc(C)c([N+](=O)[O-])c2C)c2ccccc2n1 (stereo unspecified),-1,28,1.4,/,-1.2,1,2.8,-1.5,0
CCCc1nnc(SCC(=O)Nc2nnc(CC)s2)n1CC1CCCO1 (stereo unspecified),15,17,0.1,-1.1,-0.9,1,-0.5,-0.3,2
CCC(=O)Nc1c2c(nn1-c1ccccc1)CSC2,-1,-3,1.5,-0.8,-3.5,4,0.5,0.1,-3
Cc1cc(C(c2cc(C)c(N)c(C)c2)c2ccco2)cc(C)c1N,18,-29,0.1,1.5,1.2,1,-5.9,2.6,1
COc1cccc(CNC(=O)C2CCN(S(=O)(=O)c3ccc(F)cc3)CC2)c1,-7,-7,/,-3.5,-2.1,7,0.4,-0.5,-1
COc1ccc(-n2nc3c(c2NC(=O)C24CC5CC(CC(C5)C2)C4)CS(=O)C3)cc1 (stereo unspecified),-3,0,0.4,0.4,0.5,17,0.7,1.0,7
COc1ccc(N/C=C\C(=O)c2ccc3c(c2)OCO3)cc1OC,0,0,-1.0,0.3,-2.1,17,-0.1,7.1,-3
CN(C1=NS(=O)(=O)c2ccccc21)c1ccc(OC(=O)c2ccccc2F)cc1,4,-3,/,0.0,-3.4,-3,-0.1,/,1
O=C(NCc1ccc(F)cc1)N1[C@H]2CC[C@@H]1C=C(c1ccc(F)cc1OCc1ccccc1)C2,3,-8,/,-2.9,-1.4,0,-0.6,/,-1
Cc1ccc(C(N)=Nc2ccccc2)cc1,0,3,0.2,-0.1,-1.2,-2,2.5,0.6,2
COc1cc(/C=C/C(=O)Nc2cccc(S(=O)(=O)NC3=NCCCCC3)c2)ccc1OCC#N,0,?,-1.3,-3.1,-3.7,31,1.4,-0.1,5
Cc1ccccc1NC(=O)Oc1cccc(OC(=O)c2ccccc2)c1,-1,-22,-4.6,1.0,-2.3,5,-4.0,0.9,2
O=C(CSc1ccc(-c2ccccc2)nn1)c1ccccc1,2,4,3.0,0.9,-4.1,-10,7.2,0.0,1
CCCC(C(=O)Nc1ccc(C)c(S(=O)(=O)N2CCOCC2)c1)c1ccccc1 (stereo unspecified),4,-11,-1.9,1.0,-8.0,-7,-1.0,-0.2,-2
O=C(C1CC1)N1CCN(c2nc3ccccc3s2)CC1,2,7,-0.9,0.7,-4.0,-3,0.6,-0.9,-4
O=C(CN1CCN(C(=O)C2CCC2)CC1)Nc1ccc(F)cc1,2,7,2.7,-1.0,-4.0,-1,5.4,-1.7,-1
COc1cc(/C=C/C(=O)O)cc(S(=O)(=O)NCc2ccc3c(c2)OCO3)c1OC,1,0,1.3,-0.2,-0.4,2,0.2,1.0,0
Cn1ncc(Cl)c(Oc2ccc(Cl)cc2)c1=O,-2,-6,-2.6,/,-3.5,-3,0.2,-0.3,0
CCOc1ccc(Cl)cc1S(=O)(=O)n1cnc2cc(C)c(C)cc21,-5,4,2.2,0.9,1.9,-18,1.9,1.5,3
O=C(NCCSc1ccccc1)c1ccc(CN2CCOCC2)cc1,2,-13,1.8,-2.1,-1.9,8,-0.9,-0.1,0

# Bioassay records deposited in PubChem by several laboratories.
